Bioassay records from PubChem.
OPRM1-OPRD1 inv = mu-delta opioid heterodimer inverse agonism | cell-based MOR-DOR heterodimer luminescence | actives 0.21% (n = 340,000) | AID 504357 | inhibition, % at 9.3 µM; in the data active means inhibition above about 22%, passing the limit was not always enough;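 further: 0% = cells with DMSO and 100% = wells without cells with DMSO; values of inactives mirror those of a sister screen read the other way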
Mot1-301 SUMO = SUMOylation pathway inhibition by Mot1-301 growth rescue | growth rescue, % at 18.8 µM | S. cerevisiae Mot1-301 growth rescue, ATP luminescence, 38.5C; percent above DMSO median, 100 means doubled | actives 1% (n = 320,000);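 active means every valid replicate shows activation above 250% relative to neutral control wells; inactive means the rest, any valid replicate at or below 250%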;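 further: OY570 slx delta 5 strain wells were the positive control but not used for scaling; some compounds called inactive have numbers as strong as hits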
PfHsp90 set2 = reduces growth (ATP signal) of yeast expressing P. falciparum Hsp90 | inhibition, % at 9.4 µM | S. cerevisiae expressing PfHsp90, BacTiter-Glo ATP, 48 h; yeast lacking PDR1 and PDR3 efflux regulators | actives 0.32% (n = 310,000);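 active means every replicate shows inhibition above about 80%, whatever the replicate mean, limit read from the data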;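 further: 0% = DMSO neutral controls and 100% = 20 µM radicicol positive controls; yeast relying on Plasmodium falciparum Hsp90 in place of its own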
E coli growth = bacterial growth inhibition, counter-screen for AddAB inhibitors. AID 449728. actives 0.27% (n = 330,000). E. coli V3065 growth, OD600 absorbance, 18 h. inhibition, % at 11.9 µM;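 active means inhibition above the campaign's mean inhibition across all tested compounds plus 3 SD, cut at about 9.9% in these data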;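 further: uninfected addAB+ strain grown without phage in ampicillin broth; 0% = DMSO wells and 100% = ciprofloxacin 0.95 µg/ml wells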
phage Ecoli inh = E. coli growth loss with phage present | growth absorbance | inhibition, % at 11.9 µM | actives 0.26% (n = 360,000) | AID 651602; in the data active means inhibition above about 11%
HTR5A ag = HTR5A agonism, opioid heterodimer counter-screen | P47898 | HTR5A agonist assay, luminescence, cell-based | activation, % at 9.3 µM | actives 0.61% (n = 340,000) | AID 504692; in the data active means activation mostly above about 9.5%, no sharp cut-off; inactive means mostly below about 7.6%;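 further: 0% = cells with vehicle only and 100% = reference agonist; strong numbers were not always called active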
DSG3 Ab inh = blocks pemphigus antibody binding to human desmoglein-3; binding (percent of control), % at 10 µM; actives 0.48% (n = 310,000); DSG3-coupled beads, scFv-anti-DSG3-GFP binding, flow cytometry; hits give low values;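 active means binding more than 3 SD below its plate's average and above zero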;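 further: hits lower antibody fragment binding to DSG3; some compounds called inactive have numbers as strong as hits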
Target sequence (P32926 whole entry, looked up, the tested form may be a part): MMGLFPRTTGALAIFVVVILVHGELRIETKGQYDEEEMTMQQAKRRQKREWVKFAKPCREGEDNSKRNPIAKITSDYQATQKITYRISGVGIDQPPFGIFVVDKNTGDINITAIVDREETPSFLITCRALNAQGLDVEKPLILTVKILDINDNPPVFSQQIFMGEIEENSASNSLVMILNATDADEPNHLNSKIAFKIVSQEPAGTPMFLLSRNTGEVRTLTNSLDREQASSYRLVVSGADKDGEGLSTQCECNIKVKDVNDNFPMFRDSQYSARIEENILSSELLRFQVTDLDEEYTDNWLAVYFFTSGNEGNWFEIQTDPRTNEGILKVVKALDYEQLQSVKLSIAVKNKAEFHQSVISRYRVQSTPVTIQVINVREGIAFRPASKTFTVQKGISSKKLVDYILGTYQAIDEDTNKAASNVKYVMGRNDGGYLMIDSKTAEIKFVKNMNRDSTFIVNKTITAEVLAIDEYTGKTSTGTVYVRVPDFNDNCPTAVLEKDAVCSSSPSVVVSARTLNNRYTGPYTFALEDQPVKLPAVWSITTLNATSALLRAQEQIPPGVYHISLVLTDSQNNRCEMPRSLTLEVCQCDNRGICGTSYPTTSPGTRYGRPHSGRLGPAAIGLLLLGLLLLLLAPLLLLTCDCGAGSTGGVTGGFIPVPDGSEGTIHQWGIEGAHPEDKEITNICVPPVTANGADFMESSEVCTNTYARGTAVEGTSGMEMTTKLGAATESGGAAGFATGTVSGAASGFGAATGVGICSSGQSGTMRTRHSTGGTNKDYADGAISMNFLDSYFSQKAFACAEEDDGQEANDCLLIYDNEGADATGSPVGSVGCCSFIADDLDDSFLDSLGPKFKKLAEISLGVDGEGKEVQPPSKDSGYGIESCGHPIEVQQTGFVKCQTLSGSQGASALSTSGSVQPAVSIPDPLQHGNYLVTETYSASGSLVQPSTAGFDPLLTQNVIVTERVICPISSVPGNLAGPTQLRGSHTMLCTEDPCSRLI
PKA-R1A act = activators of PKA-R1A complex | PKA-R1A dissociation, Cy5-IP20 fluorescence polarization; scaled: DMSO 0%, 113 µM cGMP 100% | P00514+P68181 | actives 0.083% (n = 340,000) | AID 504707 | activation, % at 11.4 µM;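 active means percent activation above the mean of all tested compounds plus 3 SD, cut at about 19% in these data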;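 further: higher means more PKAc released from R1A so a rise in polarization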
HTR5A inv ag = inverse agonist of human HTR5A in OPRM1-OPRD1 counter-screen | P47898 | HTR5A cell line, luminescence, inverse agonism | inhibition, % at 9.3 µM | actives 0.083% (n = 340,000) | AID 504634; in the data active means inhibition mostly above about 23%, no sharp cut-off; inactive means mostly below about 18%;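 further: 0% = cells with DMSO and 100% = no-cell wells with DMSO; some compounds called inactive have numbers as strong as hits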
MOR-DOR ag = agonists of human mu-delta opioid receptor heterodimerization; AID 504326; activation, % at 9.3 µM; cells, OPRM1-OPRD1 heterodimerization, luminescence; actives 0.3% (n = 340,000); in the data active means activation above about 18%;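 further: 0% = vehicle-treated cells and 100% = reference agonist; values of inactives mirror those of a sister screen read the other way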
AddAB inh = less growth of phage-infected E. coli with AddAB | E. coli expressing H. pylori AddAB, absorbance growth | AID 435030 | inhibition, % at 11.9 µM | actives 0.29% (n = 330,000); in the data active means inhibition above about 12%;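 further: 0% = vehicle wells of infected cells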
* hit, by the source's call; i = inactive; x = no result given.

mol	OPRM1-OPRD1 inv	Mot1-301 SUMO	PfHsp90 set2	E coli growth	phage Ecoli inh	HTR5A ag	DSG3 Ab inh	PKA-R1A act	HTR5A inv ag	MOR-DOR ag	AddAB inh
CN1C2=C(C#N)C(c3ccccc3)(C(F)(F)F)NC(=O)N2c2ccccc21 (stereo unspecified)	12.2	8.3	1.1	-1.7	1.5	6.9	98.0	2.5	-19.1	-2.8	-1.4
O=c1ccn(Cc2ccc(F)cc2)c2ccnc(C(F)(F)F)c12	8.1	21.9	3.3	0.3	2.1	3.1	96.5	-1.9	-8.4	-1.4	0.3
COc1ccc(CN(CC(=O)NC2CCCC2)C(=O)CN2C(=O)COc3ccccc32)cc1	1.1	-22.7	-2.3	0.8	-2.0	-1.3	73.3	5.0	-4.9	-0.1	5.8
Cc1ccc(-n2nnc(-c3ccnc4ccccc34)n2)cc1	3.4	17.9	-10.2	0.5	2.0	5.8	100.7	-29.3	-34.9	-0.6	0.1
CCOC(=O)c1c(NC(=O)c2ccc(S(=O)(=O)N3CCOCC3)cc2)sc2c1CC(C)(C)NC2(C)C	0.2	148.3	2.0	-0.7	-1.5	6.4	113.4	-9.5	-16.4	-0.1	0.3
CCC(C(=O)OC)n1cnc2c(nnn2-c2ccc(C)cc2)c1=O (stereo unspecified)	-8.5	291.2	9.5	0.0	2.3	5.1	87.8	-3.4	10.7	1.6	-1.1
CN1CCN(C(=O)C2CCCCC2C(=O)O)CC1 (stereo unspecified)	7.1	-5.8	-10.6	-0.2	1.8	2.0	107.2	-4.7	-5.6	-1.4	2.4
[2H]C([2H])(CCOS(N)(=O)=O)c1ccccc1	17.1	-0.7	5.7	1.0	1.0	-3.0	107.4	-4.2	-0.1	-3.7	2.1
O=C1C2CC=C(Cl)CC2C(=O)N1c1ncn[nH]1 (stereo unspecified)	13.1	570.4*	7.4	-1.6	1.4	6.8	108.4	9.2	-0.5	-2.2	2.7
CCOC(=O)C1(P(=O)(c2ccc(Cl)cc2)c2ccc(Cl)cc2)CCC1	20.9	32.9	8.5	3.4	3.1	-1.5	98.0	-22.4	-7.8	-3.5	0.8
Cc1ccc(CC(=O)NCC(c2ccco2)N(C)C)cc1C (stereo unspecified)	-387.5	2.1	-25.6	-1.0	5.0	-5.6	100.2	-6.9	14.7	68.5*	1.8
COc1cccc(NC(=O)CN(C)C(=O)CSCC(=O)Nc2ccc(C)cc2)c1	12.7	0.2	-8.2	-0.5	1.1	-2.0	102.8	-7.6	12.4	-3.2	0.1

In the list so far, these contain a Cl atom.
mol	OPRM1-OPRD1 inv	Mot1-301 SUMO	PfHsp90 set2	E coli growth	phage Ecoli inh	HTR5A ag	DSG3 Ab inh	PKA-R1A act	HTR5A inv ag	MOR-DOR ag	AddAB inh
O=C1C2CC=C(Cl)CC2C(=O)N1c1ncn[nH]1 (stereo unspecified)	13.1	570.4*	7.4	-1.6	1.4	6.8	108.4	9.2	-0.5	-2.2	2.7
CCOC(=O)C1(P(=O)(c2ccc(Cl)cc2)c2ccc(Cl)cc2)CCC1	20.9	32.9	8.5	3.4	3.1	-1.5	98.0	-22.4	-7.8	-3.5	0.8

Looked up above.
`CN1CCN(C(=O)C2CCCCC2C(=O)O)CC1` (stereo unspecified) in MOR-DOR ag is listed with -1.4
`O=C1C2CC=C(Cl)CC2C(=O)N1c1ncn[nH]1` (stereo unspecified) in DSG3 Ab inh is listed with 108.4

The main list resumes, repeating the five entries before the break.
mol	OPRM1-OPRD1 inv	Mot1-301 SUMO	PfHsp90 set2	E coli growth	phage Ecoli inh	HTR5A ag	DSG3 Ab inh	PKA-R1A act	HTR5A inv ag	MOR-DOR ag	AddAB inh
[2H]C([2H])(CCOS(N)(=O)=O)c1ccccc1	17.1	-0.7	5.7	1.0	1.0	-3.0	107.4	-4.2	-0.1	-3.7	2.1
O=C1C2CC=C(Cl)CC2C(=O)N1c1ncn[nH]1 (stereo unspecified)	13.1	570.4*	7.4	-1.6	1.4	6.8	108.4	9.2	-0.5	-2.2	2.7
CCOC(=O)C1(P(=O)(c2ccc(Cl)cc2)c2ccc(Cl)cc2)CCC1	20.9	32.9	8.5	3.4	3.1	-1.5	98.0	-22.4	-7.8	-3.5	0.8
Cc1ccc(CC(=O)NCC(c2ccco2)N(C)C)cc1C (stereo unspecified)	-387.5	2.1	-25.6	-1.0	5.0	-5.6	100.2	-6.9	14.7	68.5*	1.8
COc1cccc(NC(=O)CN(C)C(=O)CSCC(=O)Nc2ccc(C)cc2)c1	12.7	0.2	-8.2	-0.5	1.1	-2.0	102.8	-7.6	12.4	-3.2	0.1
CC(=O)O[C@H]1CC[C@@]2(C)[C@@H](CC[C@H]3[C@@H]4CC[C@H](C(C)O)[C@@]4(C)CC(=O)[C@@H]32)C1 (stereo partly specified)	2.2	-1.9	-14.7	-0.1	-1.0	-0.3	98.2	-12.0	-1.6	-0.4	3.2
O=C(c1cccc([N+](=O)[O-])c1)N1CCOCC1	9.4	-3.6	-5.2	-0.5	4.3	-3.2	100.4	-12.1	8.1	-1.4	2.2
CN1C(=O)CC(N2CCN(Cc3ccc(Cl)cc3)CC2)C1=O (stereo unspecified)	8.4	-12.8	11.9	0.7	2.4	-4.3	95.8	-11.2	15.3	-1.5	-1.2
O=Cc1ccc(OCc2nnsc2Cl)cc1	2.9	14.9	23.3	0.9	4.0	0.2	93.7	-2.2	-0.4	-0.6	-0.3
O=C(/C=C/c1ccccc1Cl)Nc1ccc2c(c1)C(=O)NC2=O	-34.2	302.6	-0.1	-0.9	-0.1	2.3	94.3	-2.5	-6.8	5.8	-0.7
COc1ccc(OC)c2c1sc(=NC(=O)C1CC1)n2C	9.0	-13.1	8.1	1.1	-1.1	4.7	90.7	-7.3	-8.5	-1.8	0.7
O=C(O)c1oc2ccccc2c1CSc1ccc(Cl)cc1	-7.0	-7.5	-4.7	-0.3	0.8	-1.5	x	2.0	4.1	0.9	1.4
CCOC(=O)c1cccc2c(=O)c(C(=O)c3ccc(Cl)cc3)c(C(=O)OC)[nH]c12	17.0	9.2	5.2	-0.6	3.8	-1.5	123.2	-10.3	6.9	-3.1	0.3
Cc1ccc(CS(=O)(=O)CCC(=O)NCc2ccc(F)cc2)cc1	11.2	-0.9	-13.6	-1.9	3.8	3.2	102.8	1.6	16.0	-2.1	1.5
CCOC(=O)C(NCc1ccccc1OC)(NC(=O)CC)C(F)(F)F (stereo unspecified)	-8.8	-7.3	-2.1	-0.3	2.2	0.0	102.8	3.7	23.7	1.7	0.0
CCC(/C=C1\Sc2ccc(OC)cc2N1CC)=C\c1sc2ccc(OC)cc2[n+]1CCCS(=O)(=O)[O-]	-2.4	-29.0	21.5	-3.2	4.1	0.1	95.5	-4.7	-0.4	0.3	-2.7
COc1ccc(OCCC(=O)OCC(=O)NCCC2=CCCCC2)cc1	8.5	10.4	0.8	-2.3	-1.2	-1.4	96.5	-0.5	3.7	-1.9	1.0

Later entries.
mol	OPRM1-OPRD1 inv	Mot1-301 SUMO	PfHsp90 set2	E coli growth	phage Ecoli inh	HTR5A ag	DSG3 Ab inh	PKA-R1A act	HTR5A inv ag	MOR-DOR ag	AddAB inh
CCn1c(/N=C/c2ccc(OC)cc2O)nc2ccccc21	15.3	-3.5	-13.0	0.3	3.2	1.6	102.5	-8.4	-5.8	-3.3	-1.2
NC1=NC2(CCCCCC2)n2c(nc3ccccc32)N1	12.0	2.2	-2.3	-2.4	2.9	-0.1	97.4	-10.3	-2.0	-2.3	-1.6
COc1cc(Cl)c(C)cc1NC(=O)c1ccc2c(c1)OCO2	-14.6	205.0	-31.4	-2.6	3.2	0.9	129.6	0.2	-3.3	3.0	-1.2
Cc1cccc(C)c1NC(=O)C(c1ccccc1)N1CCC2(CC1)OCCO2 (stereo unspecified)	15.8	x	16.2	-1.5	3.0	1.8	76.7	-18.9	-4.7	-2.9	-0.8
C[C@H](NC(=O)C1CC(=O)N(c2ccc3c(c2)OCCO3)C1)C(=O)NC1CCCC1 (stereo partly specified)	6.8	-11.0	-5.6	-3.4	0.2	2.0	99.8	2.7	16.7	-1.3	-1.1
CCOc1ccc(C(=O)NC2CC3CCCC(C2)N3Cc2ccccc2)cc1 (stereo unspecified)	6.5	i	0.5	1.2	2.3	-4.4	101.4	7.1	-11.9	-1.3	3.5
COc1ccc(CCNc2ncnc3c2nnn3Cc2ccccc2)cc1	-10.0	3.9	-7.0	-1.6	-0.2	7.8	109.7	-4.6	-2.4	1.8	1.2
CCOCCc1nn2c(=O)cc(CSCC(=O)Nc3ccccc3)nc2s1	16.8	13.2	9.9	-3.9	0.9	-0.1	x	0.9	0.5	-3.2	1.8
C[C@H](CO)N1C[C@H](C)[C@@H](CN(C)S(=O)(=O)c2ccccc2)Oc2c(NS(=O)(=O)c3ccc(F)cc3)cccc2C1=O	9.3	22.1	-22.9	-0.7	3.5	5.5	102.4	12.8	6.0	-1.6	4.0
Cn1c(=O)c2c(ncn2CC(=O)N2CCN(C(=O)c3ccco3)CC2)n(C)c1=O	x	-0.9	-4.9	-0.4	4.6	x	100.3	10.5	x	x	4.9
COc1ccccc1N1CCN(C(=O)COc2cccc3ccccc23)CC1	10.0	-3.2	8.4	-1.9	1.8	-1.2	104.4	-13.8	8.6	-1.8	-0.4
O=C(NC(=S)N1CCN(C/C=C/c2ccccc2)CC1)c1c(F)cccc1F	15.0	24.8	-19.2	-1.7	1.8	-4.7	97.2	3.7	12.7	-2.5	-3.9

Following part:
mol	OPRM1-OPRD1 inv	Mot1-301 SUMO	PfHsp90 set2	E coli growth	phage Ecoli inh	HTR5A ag	DSG3 Ab inh	PKA-R1A act	HTR5A inv ag	MOR-DOR ag	AddAB inh
O=C(Nc1cc(Cl)cc(Cl)c1)N1CCCN(Cc2ccccc2)CC1	-16.9	232.6	-10.9	-2.6	1.5	-1.2	110.0	1.5	-3.9	3.4	0.9
CCc1sc(C(=O)N(CCCOC)c2c(N)n(CC(C)C)c(=O)[nH]c2=O)cc1C	2.2	x	16.6	x	4.0	-0.3	104.9	-7.1	-32.0	-0.3	x
O=C1OC(Nc2ccc(Br)cn2)c2ccccc21 (stereo unspecified)	10.6	2.4	5.9	1.2	3.6	3.9	x	14.9	-3.6	-1.8	-0.2
CC1(C)NC(=O)N(CC(O)CN(c2ccccc2)S(=O)(=O)c2ccccc2)C1=O (stereo unspecified)	11.7	6.8	19.3	-2.9	-0.5	-0.2	100.1	-0.5	14.5	-2.2	-0.2
COc1ccc(CCNC(=O)COC(=O)c2ccc(Br)o2)cc1	12.0	2.0	-13.8	3.2	1.4	-3.9	100.9	-4.3	-0.7	-2.1	0.5
CC1CCCCC12NC(=O)N(CC(=O)OCC(=O)NC(=O)c1ccccc1)C2=O (stereo unspecified)	16.1	-11.9	0.0	1.2	0.8	-9.9	x	-5.8	24.8	-4.1	1.7
CCN1C(=O)C(O)(C2COC(C)(C)CC2=O)c2cc(Br)ccc21 (stereo unspecified)	56.3*	-23.0	23.7	-1.2	1.6	0.8	101.2	-9.4	-1.8	-9.4	1.4
NC(=O)NC(=O)COC(=O)CCCc1c[nH]c2ccccc12	10.3	-22.2	15.7	-0.7	1.7	4.4	97.8	1.6	-11.3	-2.0	4.8

Rows were taken by chance. About 3.2% of those tested had a hit in this group.
